# Neddyl block: blocks human cullin neddylation; P61081+Q13564; TR-FRET cullin neddylation, biochemical; calls only at 25 µM; 360,000 compounds, 0.58% hits; in the data active = inhibition above about 36%
# Rpn11 block: blocks the human proteasome subunit Rpn11. calls only at 20 µM. 360,000 compounds, 0.59% hits. AID 588493. human 26S proteasome, Ub4-pepOG fluorescence polarization; 20S core pre-blocked with epoxomicin. O00487;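 active = inhibition at 20 µM, scaled to each plate's controls, above about 33%, limit read from the data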
# Rin1 Abl inh: blocks binding of human Rin1 to Abl | 360,000 compounds, 0.4% hits | AID 588664 | inhibition, % at 7.35 µM | P00519+Q13671 | TR-FRET Rin1/Abl binding, biochemical; in the data active = inhibition above about 5%, passing the limit was not always enough
# FAS TE block: inhibitors of human fatty acid synthase thioesterase domain; inhibition, % at 15 µM; recombinant FAS-TE, OMFH fluorogenic substrate, fluorescence endpoint; P49327; 360,000 compounds, 0.67% hits;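 active = compounds whose normalised, plate-corrected inhibition of enzyme fluorescence in the single-dose primary screen is 50% or more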;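 also: 0% = DMSO with enzyme and 100% = substrate without enzyme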
# CSN deneddyl inh: inhibitors of human CSN-mediated cullin deneddylation. Q92905. Purified CSN, SCF-Nedd8-OG deneddylation, fluorescence polarization. inhibition, % at 12.5 µM. 360,000 compounds, 0.38% hits. AID 651999;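 active = pattern-corrected inhibition above about 35%, with an unprinted fluorescence ratio check between 0.5 and 1.5, limit read from the data, passing the limit was not always enough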;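 also: 0% = enzyme with substrate and 100% = substrate without enzyme; some results filed as inactive read as strong as hits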
#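 Schedule: reaction 90 min, room temperature / Assay system: HEK293T-derived human Csn5 enzyme / Input: Csn5 at 0.24 nM final / Measure: inhibition of Csn5 cleavage, % / Control set: substrate-only high control, full reaction low control / Technique: fluorescence polarization of the substrate / Buffer or medium: Tris/NaCl/DTT buffer, pH 7.5 / Reagent: SCFSkp2-Nedd8OG substrate at 10 nM final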
# MLLE-PAM2 inh: blocks PAM2 peptide binding to the PABP1 MLLE domain. GST-MLLE / FITC-PAM2 fluorescence polarization. inhibition, % at 20 µM. 360,000 compounds, 0.36% hits; in the data active = inhibition above about 35%, passing the limit was not always enough;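 also: plate controls were DMSO wells with GST-MLLE for no effect and wells lacking GST-MLLE protein for full effect; some results filed as inactive read as strong as hits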
# NadD block: NadD (S. aureus) enzyme inhibition; AID 602399; purified NadD enzyme, colorimetric absorbance read-out; 360,000 compounds, 0.78% hits; inhibition, % at 20 µM; in the data active = inhibition above about 26%; also: some compounds past the cut are filed as inactive
# SKN-1 block: blocks SKN-1 activity in C. elegans; 360,000 compounds, 0.49% hits; inhibition, % at 21.8 µM; C. elegans VP596 Pgst-4::GFP/RFP ratio, acrylamide-induced, 24 h;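 active = interference check ratio from 0.5 to 1.5 plus GFP to RFP signal ratio inhibition reaching or exceeding a fixed threshold, cut at about 30% in these data, passing the limit was not always enough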; also: some compounds called inactive have numbers as strong as hits
# MT1-MMP act inh: blocks activation of human MT1-MMP | P50281 | HT1080 RFP-PRO-GFP cells, GFP/RFP ratio fluorescence, overnight; percent of plate control window, DMSO zero | GFP/RFP ratio change, % at 20 µM | 360,000 compounds, 0.061% hits | AID 651647;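 active = GFP/RFP ratio change of at least 30% with cell ATP level not reduced by more than half and red fluorescence within 50% of control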; also: strong numbers were not always called active
#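 Assay system: RFP-PRO-GFP reporter HT1080 cells; read-out basis: GFP/RFP fluorescence ratio; benchmarks: DMSO wells and RFP-L50D-GFP cells; doses: 20 µM single dose, 1% DMSO; schedule: overnight cell settling, then overnight compound exposure, 37 °C, 5% CO2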
# * hit, by the source's call; i = inactive; x = no result given.
# Under each structure – Neddyl block	Rpn11 block	Rin1 Abl inh	FAS TE block	CSN deneddyl inh	MLLE-PAM2 inh	NadD block	SKN-1 block	MT1-MMP act inh
COc1ccc([C@@H]2CC=C(C(=O)O)[C@H](c3ccc(Br)cc3)N2S(=O)(=O)c2ccc(C)cc2)cc1OC
→ i	i	-5.2	-3.3	1.3	-1.2	10.4	-7.3	1.9
Oc1c(Br)cc(C2N=C(c3ccccc3)NO2)cc1Br (configuration not stated)
→ i	i	1.9	-10.8	-3.3	0.2	-3.5	-25.7	1.7
CC(C)c1nnc(N2C(=O)c3oc4ccccc4c(=O)c3C2c2ccco2)s1 (configuration not stated)
→ i	i	-1.6	-17.2	1.5	-34.6	-5.3	17.4	-4.4
CCOC(=O)c1c(/N=C/N(C)C)sc2c1CCC2
→ i	i	-4.3	-6.2	-16.7	6.7	-1.8	51.8	0.2
NC(=O)c1ccc(NC(=O)c2ccccc2S(=O)(=O)c2ccccc2[N+](=O)[O-])cc1
→ i	i	-2.4	-6.2	-7.9	8.9	0.6	11.1	4.0
O=C(c1ccccc1)c1cccs1
→ i	i	2.0	0.2	-4.5	1.3	0.8	8.0	-1.7
O=C1Nc2ccc(S(=O)(=O)N3CCCCCC3)c3cccc1c23
→ i	i	-2.3	-5.2	4.7	4.0	3.5	-2.7	2.1
COCCN(C)Cc1nc(C(c2ccccc2)c2ccccc2)no1
→ i	i	-2.3	-4.7	1.7	11.0	-0.2	17.2	-3.1
O=C1NC[C@@H](CCCCN2C[C@H](Cc3ccccc3)N(Cc3ccccc3)C(=O)C2=O)N(CCc2ccccc2)C1=O
→ i	x	x	-0.2	-1.9	x	17.4	2.1	-1.5
Cc1cc2c(cc1S(=O)(=O)N1CCN(c3ccccc3)CC1)OCCN2C
→ i	i	-4.5	21.6	-2.3	4.4	2.5	13.8	-1.4
Cc1ccc(COC(=O)Cc2coc3cc(O)ccc23)cc1
→ i	i	1.4	10.3	-1.1	-0.8	-11.0	16.5	3.0
Cc1ccc(S(=O)(=O)N2CCN(CCc3ccccc3)CC2)c(C)c1
→ i	i	1.4	13.4	0.3	9.1	-6.9	11.7	0.9
CCOC(=O)c1ccc2c(c1)[nH]c(=S)n2CC
→ i	i	1.2	8.7	3.0	-104.6	-0.5	-0.5	2.8
CCOc1ccc(N2C(=O)c3cccnc3C2Nc2ccc(Cl)cc2)cc1 (configuration not stated)
→ i	i	-1.2	31.5	0.0	-9.1	3.8	3.0	1.0
CCOC(=O)N1CCN(C(=O)CSCC(=O)Nc2nc(-c3ccc(C)cc3)cs2)CC1
→ i	i	-0.7	-9.3	-2.0	3.9	-1.1	6.1	7.2
COc1ccc(NC(=O)CSc2nnc(Cn3cnc4ccccc43)o2)cc1
→ i	i	2.4	-4.6	-0.6	-2.7	-6.0	4.8	0.0
O=C(Cc1ccccc1)NN1CCCCC1
→ i	i	4.3	-7.4	-0.8	16.3	-4.4	-5.5	1.5
O=C1NC[C@@H](CCCCN2CCN(Cc3ccccc3)C(=O)C2=O)N(CCC2CCCCC2)C1=O
→ i	x	x	-0.5	-2.7	x	11.6	0.6	2.5
CCOC(=O)[C@H](CCc1ccccc1)N[C@@H](C)C(=O)N1[C@H](C(=O)O)C[C@@H]2CCC[C@@H]21
→ i	i	6.1	-1.0	2.0	-3.1	-1.1	1.9	2.7
CC(=O)Nc1ccc(CN2CCCN(C)CC2)cc1
→ i	i	-1.4	-1.1	2.5	-5.5	-3.5	12.7	-2.0
Cc1ccccc1NC(=O)C(=O)NNC(=O)COc1ccc2ccccc2c1
→ i	i	2.9	-1.7	0.0	2.2	6.3	3.7	1.6
COc1ccc(CNC(=O)CCCn2nc(C)c([N+](=O)[O-])c2C)cc1OC
→ i	i	-2.0	-2.5	-6.2	3.8	-5.1	-14.0	-2.0
CC(=O)c1ccc(NC(=O)C(=O)c2cn(CC(=O)N3CCCCC3)c3ccccc23)cc1
→ i	i	-0.9	-12.4	5.1	11.9	4.5	-9.3	6.1
C=C(C)Cn1c(N2CCCC2)nc2c1c(=O)n(C)c(=O)n2C
→ i	i	1.9	-5.3	0.2	7.6	-5.9	5.8	-1.4
COC(=O)C(C)n1cnc2c(nnn2-c2cccc(OC)c2)c1=O (configuration not stated)
→ i	i	2.3	-9.6	3.5	-7.9	-1.0	-19.9	0.6
NC(=O)Cc1ccc(Nc2nnc(-c3ccc(O)cc3)c3ccccc23)cc1
→ i	i	3.4	0.0	2.6	6.7	2.7	8.1	3.7
CC(C)(C)NC(=O)NC(=O)COC(=O)c1ccc2c(c1)S(=O)(=O)N=C1CCCCCN12
→ i	i	-0.7	-9.9	-0.2	-6.7	-1.8	-0.8	2.5
Cc1ccc(C)c(OCCC(=O)N2CCN(S(=O)(=O)c3ccc([N+](=O)[O-])cc3)CC2)c1
→ i	i	0.1	30.1	2.6	9.9	-1.5	3.3	-5.4
Cc1ccc(NC(=O)CSc2nnc(NC(=O)C3CC3)s2)cc1
→ i	i	1.0	-6.8	-0.1	5.7	-10.0	4.0	-1.8
COC(=O)[C@]12CCCCC=C1N(Cc1ccco1)C(=O)[C@H](CC(=O)N1CCN(C(=O)C3CC3)CC1)C2
→ i	x	x	-7.5	1.4	x	6.4	8.1	2.7
COc1ccc2c(c1OC)CN(C)CCc1cc3c(cc1C(=O)C2)OCO3
→ i	i	-2.7	-1.6	8.0	18.8	-8.2	2.7	3.5
Cn1c(=O)n(CCN2CCOCC2)c(=O)c2c1nc1n2CCN1c1ccc(Oc2ccccc2)cc1
→ i	i	4.3	-176.9	-2.9	-2.8	-8.4	-4.4	4.7
Cc1ccc(C(=O)N/C(=C\c2ccco2)C(=O)NCCCN2CCOCC2)cc1C
→ i	i	0.8	-1.9	0.6	-1.6	3.2	0.9	2.0
Cc1cccc(C)c1NC(=O)c1ccc(N2CCCC2=O)cc1
→ i	i	1.5	-2.6	-1.6	5.1	0.4	1.6	-3.0
COC(=O)C(=Cc1ccncc1)c1cccc2ccccc12
→ i	i	1.2	4.0	3.3	-6.3	-2.1	-1.6	-0.2
Nc1nc(SCC(=O)N2CCN(S(=O)(=O)c3ccc(Cl)cc3)CC2)n[nH]1
→ i	i	1.9	-1.5	-0.8	-2.9	-1.3	10.4	-2.7
CCc1ccc(C(=O)/C=C2\Sc3ccccc3NC2=O)cc1
→ i	i	-1.8	-4.5	-0.1	33.6	2.1	11.4	-0.8
O=C(Nc1ccc(Cl)cc1F)C1CCN(S(=O)(=O)c2cccc3nonc23)CC1
→ i	i	2.2	-0.2	-1.1	7.5	-2.8	-8.6	x
O=C(CCn1c(=O)sc2ccccc21)NCc1ccccc1
→ i	i	3.3	-6.4	0.7	6.0	-3.6	4.6	3.7
CC(=O)Nc1ccc(NC(=O)C(C)Sc2nc3ccccc3c(=O)n2CC2CCCO2)cc1 (configuration not stated)
→ i	i	-0.3	-1.8	5.3	4.6	-2.9	7.7	3.9
Cc1cccc(C2CC(c3ccccc3)=NN2c2ccc(S(N)(=O)=O)cc2)c1 (configuration not stated)
→ x	i	-2.9	22.7	-3.2	8.8	3.7	5.3	-6.3
Cn1c(-c2ccc(Cl)cc2)cnc1N
→ i	i	-7.5	-13.8	-7.2	9.7	-3.6	-12.0	20.3
O=S(=O)(NCC1CCCO1)c1ccc(Cl)c2ccccc12 (configuration not stated)
→ i	i	4.4	0.5	-4.2	1.0	-0.5	5.5	-1.2
CCn1cc(CNC(=O)/C=C/c2ccc([N+](=O)[O-])cc2)c(C)n1
→ i	i	-0.9	1.6	5.4	3.8	9.6	7.6	6.6
COc1cc2c3c(cccc3c1)C(=O)N(CCN1CCCC1)C2=O
→ x	i	-8.6	-4.8	-7.0	-10.6	-3.5	12.5	16.1
O=C(c1cnc(Cl)c(Cl)c1)N1CCN(S(=O)(=O)c2ccc3ccccc3c2)CC1
→ i	i	-0.6	14.9	6.4	-3.8	0.3	10.3	-1.9
C=CCn1c(SCC(=O)c2cccs2)nc2sc(CC)cc2c1=O
→ i	i	-1.7	23.8	1.9	-7.3	-3.2	15.2	-5.3
CC(NC(=O)C1CC1)C(c1cccs1)N1CCOCC1 (configuration not stated)
→ i	i	-0.3	-4.6	-1.0	6.3	-3.9	5.8	-2.9
O=C(NCc1cccs1)C(=O)NCC1OCCCN1S(=O)(=O)c1cccs1 (configuration not stated)
→ i	i	0.5	-1.8	-1.1	-3.6	3.2	0.6	3.2
COc1cccc(NC(=O)CN(C)C(=O)Cc2n[nH]c(=O)c3ccccc23)c1
→ i	i	-1.8	-6.0	-1.9	-2.9	-2.0	-2.7	3.0
NC1=NC(=O)/C(=C\c2cccnc2)S1
→ i	i	-1.6	-11.8	-1.2	7.7	-8.3	11.6	-17.5
COc1c(C(=O)Nc2c(C)n(C)n(-c3ccccc3)c2=O)ccc2ccccc12
→ i	i	0.8	-9.7	1.2	-1.1	1.6	-13.3	0.8
Cc1ccc(OCC(=O)N[C@@H](C)c2nnc3ccccn23)cc1C
→ i	i	-4.0	-6.2	-4.5	1.7	4.2	10.8	-0.2
CCOc1ccc(NC(=S)NC(=O)c2cccnc2)c([N+](=O)[O-])c1
→ i	i	-5.9	-1.1	5.0	43.6*	-5.2	2.5	3.5
COc1ccc(C(=O)NCCc2cn3ccccc3n2)cc1
→ i	i	-0.6	-4.8	-1.0	19.9	-6.1	-3.0	2.5
CC(=O)OC(/C(O)=C(\C#N)c1nc2ccccc2[nH]1)c1ccccc1 (configuration not stated)
→ i	i	0.8	-8.8	1.2	1.2	-0.8	-3.2	4.6
COc1ccc(S(=O)(=O)N(C)c2ccc(C(=O)Nc3c(C)n(C)n(-c4ccccc4)c3=O)cc2)cc1
→ i	i	0.0	-3.2	-0.1	-8.3	4.8	-2.9	0.0
Cc1cccc(NC(=O)c2cccc(S(=O)(=O)N3CCCC3)c2)n1
→ i	i	-0.8	-3.0	3.0	5.4	0.3	-22.4	5.9
O=C(NCCc1ccccc1)c1ccc(NC(=O)C2CCCC2)cc1
→ i	i	-1.3	-7.8	-2.0	6.8	-1.1	3.7	5.3
C/C(CC1(O)C(=O)Nc2ccccc21)=N\O (configuration not stated)
→ i	i	-4.0	-1.3	3.2	12.7	-10.8	-10.9	-15.5

# Part of the list above, tab-delimited:
canonical_smiles	Neddyl block	Rpn11 block	Rin1 Abl inh	FAS TE block	CSN deneddyl inh	MLLE-PAM2 inh	NadD block	SKN-1 block	MT1-MMP act inh
O=C(CCn1c(=O)sc2ccccc21)NCc1ccccc1	i	i	3.3	-6.4	0.7	6.0	-3.6	4.6	3.7
CC(=O)Nc1ccc(NC(=O)C(C)Sc2nc3ccccc3c(=O)n2CC2CCCO2)cc1 (configuration not stated)	i	i	-0.3	-1.8	5.3	4.6	-2.9	7.7	3.9

# (cont.)
# Under each structure – Neddyl block	Rpn11 block	Rin1 Abl inh	FAS TE block	CSN deneddyl inh	MLLE-PAM2 inh	NadD block	SKN-1 block	MT1-MMP act inh
Cc1cc(C)c(NC(=O)CSCc2nc3sc(C)c(C)c3c(=O)[nH]2)c(Cl)c1
→ i	x	1.9	-6.6	17.6	-65.6	6.3	14.2	-19.2
O=C(COC(=O)CSc1cc(Cl)ccc1Cl)Nc1ncc(C(F)(F)F)cc1Cl
→ i	i	1.3	5.6	-0.1	13.6	-2.7	0.9	2.2
C/C(=N/NC(=O)C1COc2ccccc2O1)c1ccco1 (configuration not stated)
→ i	i	-1.7	-6.4	-10.9	14.7	2.5	-5.6	-2.3
CCOC(=O)c1nn(-c2cccc(Cl)c2)c(C)c1C(C)=O
→ i	i	0.1	-2.4	1.8	7.9	-2.6	8.4	8.4
